Screening results (PubChem)
Large T inhibition: TAg ATPase/helicase activity blockers – biochemical (AID 1903); 0.39% of 310,000 active; SV40 large T antigen ATPase/helicase inhibition assay; higher % means a stronger effect; inhibition, % at 20 µM; hits with a dose series show IC50 in µM; in the data active means a potency from the dose series; inconclusive means inhibition mostly from about 32% at the one dose, without a potency; inactive means the rest, 99 in 100 with inhibition below about 32%; further: strong numbers were not always called active
Ins promoter up: MIN6 insulin promoter up-regulation | z-score at 5 µM | 0.3% of 190,000 active | MIN6 insulin promoter-GFP reporter, high-content imaging; active compounds read high | AID 1625;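 active means z-score above 3 at 5 µM with at least 500 cells counted in the well; inconclusive means wells under 500 cells, flagged as cytotoxic or low count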
PhoP inhibition: inhibitors of PhoP regulon expression, primary screen, Salmonella Typhimurium, GFP reporter (AID 1863); 0.16% of 300,000 active; inhibition, % at 50 µM; hits with a dose series show IC50 in µM; S. Typhimurium PhoP-regulated promoter GFP reporter, 4 h; higher % means a stronger effect;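 active means inhibition over 29.93%, a cutoff 3 SD above the screen mean, later confirmed by dose response; inconclusive means inhibition over 29.93% but no dose response follow-up; inactive means inhibition at most 29.93% or unconfirmed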;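 further: 0% = low Mg2+ inducing control and 100% = high Mg2+ repressing control; strong numbers were not always called active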
PMI inhibition: MPI inhibition at elevated mannose 6-phosphate – biochemical, fluorescence intensity, high mannose 6-phosphate, primary screen (AID 1220) | recombinant PMI enzyme, coupled fluorescence intensity; higher % means a stronger effect | inhibition, % at 20 µM, or IC50 in µM where a hit was titrated | 0.66% of 190,000 active
human PMI inhibition: MPI enzyme activity inhibition – biochemical, fluorescence intensity, coupled assay, primary screen (AID 1209). purified PMI enzyme, coupled fluorescence intensity; higher % means a stronger effect. inhibition, % at 20 µM, or IC50 in µM where a hit was titrated. 0.42% of 190,000 active;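 further: plate controls were DMSO vehicle for no effect and wells lacking substrate for full effect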
West Nile antiviral: inhibition of WNV-induced cytopathic effect – cell-based, CPE readout (AID 1621); West Nile virus-infected cells, CPE inhibition; higher % means a stronger effect; 0.02% of 290,000 active; CPE inhibition, % at 10 µM; hits with a dose series show IC50 in µM; in the data active means a potency from the dose series; inconclusive means CPE inhibition mostly from about 3.7% at the one dose, without a potency; inactive means the rest, 99 in 100 with CPE inhibition below about 2.2%; further: strong numbers were not always called active
CSM14.1 death rescue: rescue of cells from ER stress-induced death, primary screen, 384-well, CSM14.1, thapsigargin, ATP luminescence (AID 1222). CSM14.1 thapsigargin-induced death rescue, ATP luminescence; higher % means a stronger effect. cellular ATP content (survival), % at 20 µM; hits with a dose series show EC50 in µM. 190,000 tested, under 10 active;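 active means EC50 below 50 µM in the dose-response confirmation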;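 further: death triggered by thapsigargin at about 15 µM added after 2 h compound pretreatment; cell ATP read after overnight thapsigargin exposure of roughly 18 to 22 hours; normalized against plate controls of thapsigargin alone and 5% DMSO vehicle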
RSV CPE inhibition: inhibition of RSV-induced cytopathic effect – HEp-2 cells, primary 10 µM value included (AID 2391) | HEp-2 cells, RSV-induced CPE inhibition; higher % means a stronger effect | CPE inhibition, % at 10 µM, or IC50 in µM where a hit was titrated | 0.13% of 310,000 active; in the data active means a potency from the dose series; inconclusive means CPE inhibition mostly from about 23% at the one dose, without a potency; inactive means the rest, 99 in 100 with CPE inhibition below about 21%; further: strong numbers were not always called active
TNAP activators: stimulation of alkaline phosphatase TNAP activity – biochemical, luminescent, no phosphate acceptor, uHTS, primary screen (AID 1001) | activation fold at 20 µM; hits with a dose series show EC50 in µM | purified TNAP, luminescent activation assay, no phosphate acceptor; higher activation fold means a stronger effect | 0.03% of 200,000 active; in the data active means activation fold from about 3, or a potency from the dose series; inactive means the rest, 99 in 100 with activation fold below about 1.6; further: many of its hits are not listed in these tables
Ins promoter up cell count: further read-out of Ins promoter up, marked with its call; cell count; measured here: cytotoxicity, nuclei count;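 total cells summed across four imaged fields per well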
The depositor's hits bear a star; i = inactive; ? = inconclusive; / = not tested or not shown. Unless noted, no stated cut-off is given here; in the data, active means inhibition above about 50%; inactive means the rest.

Molecule	Large T inhibition	Ins promoter up	Ins promoter up cell count	PhoP inhibition	PMI inhibition	human PMI inhibition	West Nile antiviral	CSM14.1 death rescue	RSV CPE inhibition	TNAP activators
C/C(=N\O)c1ccc(N2C(=O)C3CC=C(Cl)CC3C2=O)cc1 (centres undefined)	27%	/	/	-3%	5%	3%	0.3%	-1.7%	1.7%	1
COc1ccc(S(=O)(=O)N2CCC(O)(c3ccc(Cl)cc3)CC2)cc1	2%	0.72	1194	15%	8%	-1%	-1.3%	-3.3%	15%	1.1
CNC(=O)c1cnn(-c2nc(-c3ccc(OC)cc3)cs2)c1C(F)(F)F	9%	/	/	1%	/	/	1.5%	/	8.0%	/
CCCCOc1ccc(NC(=O)Nc2nnc(C)s2)cc1	1%	-0.5	1374	28%	/	/	-1.0%	/	8.1%	/
CC(C)n1cc(/C=N/Nc2ccc(Cl)c(C(=O)O)c2)c2ccccc21	21%	/	/	3%	/	/	-0.4%	/	1.9%	/
Cc1ccc(CS(=O)(=O)CCC(=O)NC2CC2)cc1	3%	0.91	1638	7%	0%	3%	0.5%	-1.5%	-1.2%	1.1
CCc1ccc(-c2nc(CS(=O)CC(=O)NCc3ccccc3)c(C)o2)cc1 (centres undefined)	10%	/	/	-8%	/	/	-0.1%	/	0.7%	/
CSc1nc2nc3c(cc2c(=O)n1-c1ccc(C)cc1)COC(C)(C)C3	13%	0.04	1013	-5%	/	/	-0.1%	/	2.8%	/
Cc1cccc(NC(=O)C2CC(O)CN2C(=O)OCc2ccccc2)c1 (centres undefined)	0%	0.54	1337	2%	4%	3%	-0.2%	-1.2%	0.2%	1.1
CCCSc1nc2c(c(=O)n(C)c(=O)n2C)n1Cc1ccc(C)cc1	6%	?	/	-6%	3%	-2%	0.6%	-0.5%	0.5%	1
CC(=O)C1=C(O)C(=O)N(c2cc(C(C)(C)C)on2)C1c1ccc(C(C)C)cc1 (centres undefined)	21%	-0.44	1179	-1%	0%	-2%	0.1%	-1.7%	1.9%	1.1
COC(=O)C1=C(C)NC(C)=C(C(=O)OC)C1c1ccc(-c2cc(Cl)ccc2Cl)o1	11%	-0.09	1538	-6%	-2%	7%	-0.4%	0.6%	?	1.1

Molecule	Large T inhibition	Ins promoter up	Ins promoter up cell count	PhoP inhibition	PMI inhibition	human PMI inhibition	West Nile antiviral	CSM14.1 death rescue	RSV CPE inhibition	TNAP activators
CCCC(=O)Nc1cccc(-c2nc3ccccc3o2)c1	-5%	0.61	1147	-8%	-8%	-4%	0.2%	-2.5%	8.3%	1.1
CCNc1nc(-c2cc3ccccc3o2)cs1	4%	0.34	1412	4%	-10%	-22%	0.4%	-1.5%	6.7%	1.1
COc1ccc(-c2noc(-c3ccccc3C(=O)Nc3cccnc3)n2)cc1OC	5%	-1.1	998	-5%	2%	11%	0.1%	/	1.7%	1.1
COc1cccc(Nc2nnc(SCC(=O)N3CC(=O)Nc4ccccc43)s2)c1	14%	-0.09	972	-3%	/	/	0.0%	/	1.9%	/
Cc1cc(=O)oc2cc(NC(=O)C3CCCC3)ccc12	9%	-0.97	1614	0%	-2%	-5%	0.8%	0.4%	-0.2%	1.1
COc1ccc(CNC(=O)CCCn2nc(C)c([N+](=O)[O-])c2C)cc1OC	4%	/	/	-8%	4%	4%	-0.1%	i	1.9%	1.1
COCCCNC(=S)N1CCN(Cc2ccc3c(c2)OCO3)CC1	/	-0.1	1403	/	2%	5%	-0.6%	-2.2%	0.1%	1.1
COCC(=O)N/N=C(\C)CC(=O)Nc1ccccc1C(N)=O	8%	0.02	1581	-2%	-2%	-4%	-0.7%	6.4%	0.8%	1.2
CCOC(=O)c1nnn(-c2ccccc2)c1C	24%	0.16	1300	-4%	8%	0%	0.3%	-1.8%	0.4%	1.1
CCn1c(SCC(=O)C(C)(C)C)nnc1-c1ccccn1	-3%	0.65	1288	8%	7%	12%	-0.7%	-2.3%	2.1%	1
Cc1nc2cc(NC(=O)NC(C)(C)C)ccc2n1C	/	0.03	1484	/	-4%	-6%	-0.3%	-2.6%	1.2%	1.1
COc1ccc(NS(=O)(=O)c2ccc(O)c(NC(=O)c3ccc(S(=O)(=O)N4CCCCCC4)cc3)c2)cc1	7%	-0.28	1425	-12%	3%	9%	2.0%	-3.1%	8.1%	1

Molecule	Large T inhibition	Ins promoter up	Ins promoter up cell count	PhoP inhibition	PMI inhibition	human PMI inhibition	West Nile antiviral	CSM14.1 death rescue	RSV CPE inhibition	TNAP activators
CCOC(=O)c1cc2c(=O)n3ccccc3nc2n(C(C)C)c1=NC(=O)c1ccco1	6%	-0.98	1217	-2%	12%	0%	-0.5%	1.0%	-0.5%	1
CC(=O)N1CCCc2cc(S(=O)(=O)NC(C(=O)NCc3ccc(C)cc3)C(C)C)ccc21 (centres undefined)	-2%	-1.2	1296	3%	3%	1%	-1.1%	-1.4%	-1.9%	1.2
COC(=O)c1c(NC(=O)C2(C)Cc3ccccc3C(=O)O2)sc2c1CCCC2 (centres undefined)	0%	1	1445	-8%	4%	13%	-0.2%	1.5%	10%	1.1
CC1(C)CC(=O)C(C=NCCN2CCN(CC(=O)Nc3ccccc3)CC2)=C(O)C1	20%	0.04	1238	7%	-5%	6%	0.7%	-1.1%	0.0%	1
[O-][n+]1onc2c1CCc1c-2nn(-c2ccccc2Cl)[n+]1[O-]	24%	-1.4	862	-2%	-7%	-18%	-0.5%	-0.5%	1.4%	1
CCOc1nc(S(=O)(=O)c2ccc(C)cc2)c(Cl)s1	0%	-1	1264	22%	-1%	1%	0.0%	1.4%	1.9%	1
CC(C)NS(=O)(=O)c1ccc(CCC(=O)N2CCCCC2)cc1	-9%	-0.29	1464	6%	-7%	-12%	-0.2%	-0.2%	1.4%	1.1
CC(=O)Nc1ccc(C(=O)NNC(=O)CCc2ccccc2)cc1	0%	/	/	8%	-10%	-1%	0.5%	-1.3%	0.5%	1
COc1ccc(S(=O)(=O)/N=C2\C=C(Nc3ccc(O)cc3)C(=O)c3ccccc32)cc1	4%	/	/	13%	/	/	-2.2%	/	-2.2%	/
O=C(CNS(=O)(=O)c1ccc(F)cc1)Nc1ccc(C(F)(F)F)cc1	13%	-0.13	912	-4%	8%	4%	-1.1%	-0.2%	-0.3%	1.2
O=C(NNc1ccc([N+](=O)[O-])cc1)c1ccco1	35%	/	/	6%	/	/	-0.4%	/	-0.4%	/
Cc1nc2c(C#N)c[nH]n2c(=O)c1CCO	15%	0.15	848	0%	/	/	-0.1%	/	-0.6%	/

Molecule	Large T inhibition	Ins promoter up	Ins promoter up cell count	PhoP inhibition	PMI inhibition	human PMI inhibition	West Nile antiviral	CSM14.1 death rescue	RSV CPE inhibition	TNAP activators
CCN(CC)CCNC(=O)Cn1nc(-c2ccccc2)c2ccccc2c1=O	5%	-0.38	1139	-5%	2%	4%	-0.1%	-0.8%	-1.0%	1.1
CC(=O)c1ccc(S(=O)(=O)N2CCN(C)CC2)cc1	9%	0.53	1327	2%	-6%	-2%	-0.1%	-0.7%	2.0%	1.1
COc1ccccc1OCC(=O)N1CCCC(Nc2ccc(C)c(C)c2)C1 (centres undefined)	17%	/	/	1%	/	/	-1.0%	/	2.3%	/
COc1ccc(CCNS(=O)(=O)c2ccc3c(c2)NC(=O)CCS3)cc1OC	0%	/	/	9%	/	/	1.2%	/	-0.9%	/
Cc1cccc(NC(=O)CCN2CCOCC2)c1	13%	0.61	1207	1%	9%	4%	0.1%	-2.0%	1.2%	1.1
CCN1C=CC2=C(C#N)C(N)C(C#N)(C#N)C(c3ccccc3C(F)(F)F)C2C1 (centres undefined)	13%	/	/	-9%	5%	-5%	-0.1%	-0.5%	-0.1%	1
CC(=O)Nc1nc(CCC(C)C)cc2c1c(=O)oc1ccccc12	-3%	-0.38	1363	-6%	-8%	-2%	2.1%	-2.6%	0.7%	1.1
CCN=c1sc(C(=O)Nc2ccccc2)c(C)n1CC	13%	0.79	1319	-11%	-2%	-2%	0.3%	-1.2%	-0.1%	1.1
CN(CC1CCN(CCc2cccc(C(F)(F)F)c2)CC1)C(=O)c1ccccc1	10%	/	/	-1%	/	/	-0.8%	/	-0.1%	/
CC(=O)N1CCCc2cc(S(=O)(=O)N3CCCC(C(=O)NCc4ccccc4)C3)ccc21 (centres undefined)	17%	/	/	1%	/	/	-0.4%	/	12%	/
O=C(N/N=C\C=C\c1ccc([N+](=O)[O-])o1)c1cccs1	38%	/	/	24µM*	/	/	-1.1%	/	4.3%	/
CCC(=O)N1CCN(c2ccccc2NC(=O)COc2ccc(C(C)C)cc2)CC1	4%	/	/	0%	/	/	-0.4%	/	1.7%	/

Molecule	Large T inhibition	Ins promoter up	Ins promoter up cell count	PhoP inhibition	PMI inhibition	human PMI inhibition	West Nile antiviral	CSM14.1 death rescue	RSV CPE inhibition	TNAP activators
COc1ccc(OC)c(CCNC(=O)Cn2cccc2C(=O)c2ccccc2)c1	10%	/	/	1%	/	/	-1.1%	/	4.5%	/
CC1=C(C(N)=O)C(c2ccco2)C(C(N)=O)=C(C)N1	5%	0.15	1083	-7%	-1%	-13%	0.1%	-1.2%	1.2%	1.1
Oc1ccccc1N=Cc1c(O)ccc2oc3c(c12)CCCC3	19%	-0.55	1241	-8%	/	/	-1.0%	/	5.7%	/
Clc1ccc(Cl)c(-c2ccc(/C=N/c3ncn[nH]3)o2)c1	2%	0.33	1651	5%	-3%	-5%	0.0%	0.4%	3.1%	1.1
CC(C)CN(C(=O)COC(=O)Cn1cnc2ccccc2c1=O)C1CCS(=O)(=O)C1 (centres undefined)	6%	-0.89	1117	5%	-9%	-5%	1.4%	-1.8%	1.0%	1.1
CCc1ccc(OCCCC(=O)Nc2ccc(N3CCOCC3)cc2)cc1	/	0.5	1396	/	-8%	-10%	-0.3%	0.7%	0.6%	1.1
Cc1ccc(CCC2C3=C(CCCC3=O)OC3=C2C(=O)CCC3)cc1	6%	/	/	-11%	2%	3%	-0.6%	0.4%	4.4%	1.1
O=c1c(C=NCCCO)c(-c2ccccc2)[nH]n1-c1nc2ccccc2s1	/	-0.97	1479	/	0%	2%	0.2%	-2.9%	1.9%	1
CC(=O)NC(Cc1c[nH]c2ccccc12)C(=O)OCC(=O)Nc1cc(C)on1 (centres undefined)	3%	-0.25	1897	2%	3%	0%	0.2%	-2.8%	1.6%	1.1
O=C(Nc1ccccc1Oc1ccsc1C(=O)O)c1ccccc1	9%	/	/	1%	/	/	-0.1%	/	1.4%	/
O=C(O)CCCCCNS(=O)(=O)c1ccc(Cl)cc1	1%	0.59	1237	-12%	-4%	-1%	0.3%	-1.9%	4.3%	1.1
Cn1c(=O)c2c(nc(CN3CCC(Cc4ccccc4)CC3)n2CCN2CCOCC2)n(C)c1=O	5%	-1.1	1335	-5%	-4%	4%	0.2%	-1.3%	/	1
CC1CCC(NCc2ccco2)CC1 (centres undefined)	7%	-0.39	1291	1%	-6%	5%	0.2%	4.6%	1.6%	1

Structures listed above marked active in PhoP inhibition.
smiles | Large T inhibition | PhoP inhibition | PMI inhibition | human PMI inhibition | West Nile antiviral | RSV CPE inhibition | TNAP activators
O=C(N/N=C\C=C\c1ccc([N+](=O)[O-])o1)c1cccs1 | 38% | 24µM* | / | / | -1.1% | 4.3% | /
